Compound activity from PubChem BioAssay.
hIAP act = human IAP activation; actives 0.16% (n = 330,000); AID 2524; activation factor at 10 µM; purified human IAP, CDP-Star luminescence, 30 min; active compounds read high; 1 = vehicle-only enzyme, 0 = enzyme-free background; P09923;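 active means activation factor of the enzyme at least 2-fold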; further: the source names both 10 and 20 µM as test concentration; values of inactives mirror those of a sister screen read the other way
Target sequence (P09923 whole entry, looked up): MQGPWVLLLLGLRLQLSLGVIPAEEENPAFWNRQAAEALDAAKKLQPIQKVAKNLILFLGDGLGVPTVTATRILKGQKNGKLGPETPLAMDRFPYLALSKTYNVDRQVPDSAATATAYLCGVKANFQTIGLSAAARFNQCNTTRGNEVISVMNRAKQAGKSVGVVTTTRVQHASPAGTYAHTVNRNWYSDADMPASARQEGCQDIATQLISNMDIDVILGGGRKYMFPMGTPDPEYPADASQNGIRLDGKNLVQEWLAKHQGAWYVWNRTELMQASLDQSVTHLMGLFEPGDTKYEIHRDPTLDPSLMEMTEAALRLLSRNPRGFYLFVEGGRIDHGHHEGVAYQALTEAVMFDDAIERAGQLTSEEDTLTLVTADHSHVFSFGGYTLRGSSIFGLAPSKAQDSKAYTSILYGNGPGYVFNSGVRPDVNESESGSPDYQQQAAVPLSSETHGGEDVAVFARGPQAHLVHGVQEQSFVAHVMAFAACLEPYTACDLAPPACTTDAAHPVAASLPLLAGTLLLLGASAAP
mIAP inh = mouse IAP inhibition; inhibition, % at 10 µM; purified mouse IAP, CDP-Star luminescence, 30 min; actives 0.2% (n = 330,000); AID 2806;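 active means inhibition of at least 40% at 10 µM in the primary screen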;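 further: plate controls were DMSO with enzyme for no effect and no enzyme wells for full effect; values of inactives mirror those of a sister screen read the other way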
A3G deaminase = inhibitors of human APOBEC3G DNA deaminase; Q9HC16; recombinant A3G, ssDNA deamination FAM/TAMRA fluorescence; inhibition, % at 20 µM; actives 0.28% (n = 330,000); AID 493012;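 active means inhibition of at least 40% at 20 µM, with no more than 30% in the related APOBEC3A deaminase screen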;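 further: plate controls were DMSO wells with A3G for no effect and wells lacking A3G enzyme for full effect; some compounds called inactive have numbers as strong as hits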
Target sequence (Q9HC16 whole entry, looked up): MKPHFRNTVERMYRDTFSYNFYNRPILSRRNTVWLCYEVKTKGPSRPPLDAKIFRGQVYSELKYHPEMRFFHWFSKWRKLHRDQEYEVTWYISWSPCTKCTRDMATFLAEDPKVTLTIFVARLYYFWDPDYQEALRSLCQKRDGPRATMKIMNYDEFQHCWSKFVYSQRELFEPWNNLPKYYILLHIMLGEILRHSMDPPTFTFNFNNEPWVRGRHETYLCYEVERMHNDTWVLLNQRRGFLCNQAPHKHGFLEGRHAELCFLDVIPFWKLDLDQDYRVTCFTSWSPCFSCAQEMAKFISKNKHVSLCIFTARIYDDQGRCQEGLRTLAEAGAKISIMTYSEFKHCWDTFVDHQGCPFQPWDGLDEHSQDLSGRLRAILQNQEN
A3A deaminase = inhibitors of human APOBEC3A DNA deaminase. P31941. recombinant A3A, FAM/TAMRA ssDNA deamination fluorescence. inhibition, % at 20 µM. actives 0.41% (n = 330,000). AID 493011;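 active means at least 40% inhibition at 20 µM here, with at most 30% in a related deaminase screen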;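 further: plate controls were A3A with DMSO for no effect and wells lacking A3A enzyme for full effect; some results filed as inactive read as strong as hits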
Target sequence (P31941 whole entry, looked up): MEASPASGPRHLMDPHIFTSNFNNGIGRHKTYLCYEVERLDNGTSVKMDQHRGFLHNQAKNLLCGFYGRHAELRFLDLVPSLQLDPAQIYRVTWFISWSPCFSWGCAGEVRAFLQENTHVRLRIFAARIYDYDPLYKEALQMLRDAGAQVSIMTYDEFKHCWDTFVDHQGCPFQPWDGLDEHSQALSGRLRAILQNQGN
beta cell repl = inducers of beta-cell replication in MIN6 cells | MIN6 cells proliferation, ATPlite luminescence, 48 h; cells starved in 0.2% serum; 100% = growth in 10% serum | proliferation, % at 10 µM | actives 0.29% (n = 330,000) | AID 2380;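 active means compounds whose signal lies at least 3.5 SD above the mean of all wells on their plate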;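 further: 0% = DMSO-treated cells in low-serum medium and 100% = 10% serum control; some compounds called inactive have numbers as strong as hits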
NALP3 yeast inh = blocks the NALP3 inflammasome reconstituted in yeast | AID 2825 | actives 0.39% (n = 330,000) | inhibition, % at 10 µM | Yeast reconstituted NLRP3/ASC/caspase-1, beta-gal luminescence, 24 h;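 active means inhibition of 50% or more; inactive means inhibition below 50%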;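 further: plate controls were induced DMSO wells for no effect and uninduced yeast grown without galactose for full effect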
mIAP activ = mouse IAP activation. actives 0.24% (n = 330,000). muIAP, CDP-Star luminescence, 30 min; active compounds read high; 1 = vehicle-only enzyme signal, 0 = enzyme-free wells. activation factor at 10 µM. AID 2805;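 active means activation factor of at least 2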; further: the source names both 10 and 20 µM as test concentration; values of inactives mirror those of a sister screen read the other way
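Assay system: mouse IAP enzyme; Reagent: CDP-Star chemiluminescent phosphatase substrate; Compound: DMSO-dissolved test compounds; Incubation: 30 min, room temperature; Technique: luminescence from enzymatic CDP-Star hydrolysis; Controls: DMSO-only wells and no-enzyme negative control.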
hIAP inh = human IAP inhibition. actives 0.12% (n = 330,000). P09923. inhibition, % at 10 µM. purified IAP, CDP-Star luminescence, 30 min. AID 2544;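 active means inhibition reaching a set limit with compound at 10 µM in the primary screen, cut at about 35% in these data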;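 further: plate controls were DMSO wells with enzyme for no effect and no-enzyme buffer wells for full effect; values of inactives mirror those of a sister screen read the other way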
SENP1 inh = SENP1 (human) catalytic domain inhibition; recombinant SENP1 catalytic domain, CyPet-SUMO1-YPet FRET cleavage; inhibition, % at 10 µM; actives 0.21% (n = 360,000);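 active means inhibition at least 30% at 10 µM, raw YFP signal under a set limit, fluorescence ratio 0.5 to 1.5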;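 further: 0% = enzyme with DMSO and 100% = no enzyme wells; some results filed as inactive read as strong as hits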
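Assay system: hSENP1 catalytic domain, recombinant. Amount: SENP1 enzyme, 20 pM final. Schedule: 50 min reaction, RT, dark. Technique: FRET, CFP and YFP emission. Control set: no-enzyme wells low, DMSO-plus-enzyme wells high control.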
Starred values were filed as active, the others as inactive; . = no result given.

The first 2 entries (preview)
SMILES | hIAP act | mIAP inh | A3G deaminase | A3A deaminase | beta cell repl | NALP3 yeast inh | mIAP activ | hIAP inh | SENP1 inh
O=C(CSc1nnc(CNC(=O)c2ccc(F)cc2)o1)Nc1nccs1 | 1.2 | 5 | -8 | 29 | -3 | -1 | 0.95 | -18 | -1
CCCOc1ccc(/C=C2\SC(=S)N(CC3CCCO3)C2=O)cc1 (configuration not stated) | 0.87 | 18 | -4 | 1 | -1 | 20 | 0.82 | 13 | -8

The list itself, repeating the preview:
SMILES | hIAP act | mIAP inh | A3G deaminase | A3A deaminase | beta cell repl | NALP3 yeast inh | mIAP activ | hIAP inh | SENP1 inh
O=C(CSc1nnc(CNC(=O)c2ccc(F)cc2)o1)Nc1nccs1 | 1.2 | 5 | -8 | 29 | -3 | -1 | 0.95 | -18 | -1
CCCOc1ccc(/C=C2\SC(=S)N(CC3CCCO3)C2=O)cc1 (configuration not stated) | 0.87 | 18 | -4 | 1 | -1 | 20 | 0.82 | 13 | -8
Cc1c(C#N)c(O)[nH]c(=O)c1N=Nc1ccc(S(N)(=O)=O)cc1 | 0.97 | 14 | -6 | -7 | -1 | 24 | 0.86 | 3 | -2
COc1ccc(CCNC(=O)Cn2cnc3c(nnn3Cc3ccccc3F)c2=O)cc1OC | 1.1 | -11 | 2 | -4 | -3 | -2 | 1.1 | -5 | -2
O=C(Cc1ccccc1F)Nc1cccc2cccnc12 | 0.88 | 5 | -7 | -1 | -1 | 11 | 0.95 | 12 | 1
COC(=O)[C@]1(Cc2ccccc2)N[C@H](CN(C)C(=O)C2CCCCC2)[C@@H]2C(=O)N(Cc3ccccc3)C(=O)[C@@H]21 | 1 | -4 | -3 | -1 | -2 | 7 | 1 | -1 | 3
CC(=O)c1ccc(Nc2nc3ccccc3nc2NS(=O)(=O)c2cccs2)cc1 | 1.2 | 6 | -7 | -7 | -6 | 9 | 0.94 | -20 | -23
COc1ccc(C(C)C)cc1S(=O)(=O)n1cnc(C)c1 | 1 | 6 | -1 | 2 | 5 | 6 | 0.94 | -2 | 1
O=C(N1CCOCC1)C1(c2ccccc2)CCCCC1 | 0.81 | -2 | -2 | -1 | -3 | 13 | 1 | 19 | 2
CCNC(=S)N(Cc1ccc2c(c1)OCO2)C1CC(=O)N(c2ccc(OC)cc2)C1=O (configuration not stated) | 1 | -7 | -5 | 0 | -3 | 11 | 1.1 | -1 | 0
CC(C)N=c1scc(-c2cccs2)n1/N=C/c1ccc(O)c(O)c1O | 1.2 | 33 | 5 | 9 | -2 | 20 | 0.67 | -19 | 13
COC(=O)c1ccc(-c2ccc(/C=N/N3C(=O)C4C5C=CC(CC5)C4C3=O)o2)cc1 (configuration not stated) | 1.6 | 5 | -7 | -5 | -1 | 21 | 0.95 | -63 | 0
Cc1nn(-c2ccccc2)c(N)c1C(O)(CSc1nccn1C)C(F)(F)F (configuration not stated) | 1.2 | -12 | -7 | -5 | -5 | 20 | 1.1 | -16 | 1
ClC1CCCCC1n1nnc2ccccc21 (configuration not stated) | 1.1 | 2 | 1 | 1 | -2 | 23 | 0.98 | -8 | 2
CCN(CC(=O)Nc1c(F)cccc1F)C(=O)CCCc1c[nH]c2ccccc12 | 1 | -11 | -3 | -2 | -1 | 5 | 1.1 | -3 | -1
COc1cnc(-c2ccccn2)nc1NC(C)C | 1.2 | 10 | -4 | -2 | -5 | 27 | 0.91 | -18 | 0
COc1ccc(C(=O)OCC(=O)c2c(N)n(C)c(=O)n(C)c2=O)c(OC)c1OC | 1.1 | -13 | -6 | -1 | -2 | 13 | 1.1 | -14 | 1
Cc1ccc(S(=O)(=O)CCc2nnc(NC(=O)C3CCCCC3)s2)cc1 | 0.89 | -3 | -6 | 13 | 0 | 19 | 1 | 11 | 4
CCOC(=O)c1ccc(NS(=O)(=O)c2ccc3c(c2)n(C)c(=O)n3C)cc1 | 1.2 | 2 | 1 | -2 | 1 | 10 | 0.98 | -20 | 1
Cc1cc(C)c(S(=O)(=O)Nc2nnc(C(C)C)s2)c(C)c1 | 1 | 0 | -9 | -5 | 0 | 19 | 1 | 0 | 1
Cc1c(Cl)cccc1N/C(SCC(=O)N1CCCCCC1)=C(/C#N)c1nc2ccccc2s1 | 1.2 | 20 | 4 | 2 | 0 | 29 | 0.8 | -21 | -17
Cc1nc(C)c(CCNC(=O)c2ccccc2)s1 | 0.96 | -2 | -3 | 0 | 0 | 10 | 1 | 4 | -1
CN1CCN(C(=O)CCc2ccc(S(=O)(=O)NC3CCCCC3)cc2)CC1 | 0.95 | -16 | -2 | 2 | -4 | 8 | 1.2 | 5 | 0
CCN(CC)S(=O)(=O)c1ccc(NC(=O)c2cc(-c3cccs3)nc3ccccc23)cc1 | 0.99 | 13 | -5 | 2 | 0 | 1 | 0.87 | 1 | 3
Nc1nc(-c2ccc(Cl)cc2)nn1C(=O)c1cccs1 | 1 | -11 | -9 | -1 | -4 | 5 | 1.1 | -3 | 2
CC(C)COc1cccc(C(=O)Nc2ccc(N3CCOCC3)cc2N2CCOCC2)c1 | 0.99 | 4 | -8 | -2 | 3 | 16 | 0.96 | 0 | 1
O=C(CCCCCNC(=O)c1ccccc1)N/N=C/c1ccccc1O | 1.3 | -8 | -6 | 2 | -3 | 19 | 1.1 | -34 | -12
CCn1cc(Br)c(C(=O)NCc2ccco2)n1 | 1.2 | -9 | -1 | 0 | -1 | -8 | 1.1 | -22 | 1
O=C(NC1CCN(S(=O)(=O)c2cccc(Cl)c2)CC1)C1CCCCC1 | 0.83 | 5 | -2 | -2 | 0 | 53* | 0.95 | 17 | 3
O=C(COC(=O)c1c(Cl)ccc(Cl)c1Cl)NC(=O)NCc1ccccc1 | 1.1 | 11 | -3 | 2 | -2 | 14 | 0.89 | -12 | 1
Cc1ccc2oc(C(=O)N3CCN(CC(=O)NC(C)C)CC3)c(C)c2c1 | 1.1 | -4 | 4 | 9 | -1 | 14 | 1 | -6 | -1
CCC(=O)Nc1nnc(S(=O)(=O)N(CC)c2cc(C)cc(C)c2)s1 | 1 | 7 | 0 | 3 | 0 | 4 | 0.93 | -4 | 1
CCCOc1ccc(C2C(C(=O)c3ccco3)=C(O)C(=O)N2CCN2CCOCC2)cc1OC (configuration not stated) | 1.1 | 1 | -3 | 4 | 0 | 0 | 0.99 | -5 | .
CSCCC(NC(=O)c1ccc(Cl)cc1)C(=O)OCC(=O)c1ccc[nH]1 (configuration not stated) | 1.1 | -10 | -12 | -5 | -4 | 12 | 1.1 | -6 | -8
O=C(c1cc(-c2cccc3ccccc23)nc2ccccc12)N1CCN(CCO)CC1 | 1.2 | 20 | 1 | 1 | -3 | 10 | 0.8 | -21 | -1
COc1ccccc1N1CCN(C(=O)c2ccc(N3CCCCS3(=O)=O)cc2)CC1 | 1.1 | -7 | -7 | -6 | 0 | 5 | 1.1 | -7 | 1

Rewritten with values under each structure: part of the list above.
Results follow in this order: hIAP act	mIAP inh	A3G deaminase	A3A deaminase	beta cell repl	NALP3 yeast inh	mIAP activ	hIAP inh	SENP1 inh
- CC(C)COc1cccc(C(=O)Nc2ccc(N3CCOCC3)cc2N2CCOCC2)c1
  0.99	4	-8	-2	3	16	0.96	0	1
- CCC(=O)Nc1nnc(S(=O)(=O)N(CC)c2cc(C)cc(C)c2)s1
  1	7	0	3	0	4	0.93	-4	1

Continued:
SMILES | hIAP act | mIAP inh | A3G deaminase | A3A deaminase | beta cell repl | NALP3 yeast inh | mIAP activ | hIAP inh | SENP1 inh
O=C1CCN(Cc2cccnc2)CCN1[C@H](CO)c1ccccc1 | 0.94 | -9 | -11 | -6 | -6 | -7 | 1.1 | 6 | 1
CCOc1ccc(NC(=O)CN(C)C(=O)CCc2ccccc2Cl)cc1OCC | 1.2 | -8 | -6 | 3 | 0 | 10 | 1.1 | -20 | 1
Brc1cc2c(cc1-c1nc3ccccc3s1)OCO2 | 0.91 | 4 | 0 | 2 | 1 | 20 | 0.96 | 9 | 3
COc1ccc(CCN=C(N)NS(=O)(=O)c2ccc(F)cc2)cc1 | 0.84 | 1 | -5 | -1 | 1 | 14 | 0.99 | 16 | 0
Cc1ccc(N2CN=c3s/c(=C\c4cccnc4)c(=O)n3C2)cc1 | 1.2 | -7 | -5 | -1 | -2 | -13 | 1.1 | -20 | 4
CCOc1ccc(OCC(=O)OC(C)C(=O)Nc2ccc(Cl)cn2)cc1 (configuration not stated) | 1.2 | 1 | -7 | -1 | 0 | 8 | 0.99 | -16 | 3
COCCn1c(SCc2nc3sc(C(=O)OC)c(C)c3c(=O)[nH]2)nc2ccccc21 | 1.2 | -2 | -3 | 2 | -2 | 12 | 1 | -18 | 17
C/C=C/n1ccnc1CC(O)(c1ccccc1)c1ccc(C)cc1 (configuration not stated) | 1.2 | -5 | -5 | -5 | -1 | 1 | 1.1 | -18 | 1
CC(C)c1nc2sc3c(=O)[nH]cnc3c2c2c1CCCC2 | 1.2 | -4 | -2 | -5 | -4 | -26 | 1 | -24 | 1
Cc1ccc2c(c1)N(CCCC(=O)NCCCN1CCCC1=O)C(=O)CO2 | 1.1 | -14 | -14 | -4 | -2 | 13 | 1.1 | -8 | 4
Cc1ccc2c(c1)NC(=O)C(CC(=O)NC1CCCCC1C)O2 (configuration not stated) | 1 | -2 | -4 | 0 | 1 | -6 | 1 | 0 | 0
Cc1ccsc1C1C(C#N)=C(N)N(N(C)C)C2=C1C(=O)CCC2 (configuration not stated) | 0.9 | 3 | -6 | -2 | -1 | -4 | 0.97 | 10 | -1
CCc1ccc(C(=O)COC(=O)c2ccc(-c3nnc(-c4ccccc4)o3)cc2)cc1 | 0.87 | 7 | -5 | 4 | 4 | -9 | 0.93 | 13 | 0
Cc1ccc(S(=O)(=O)N2[C@@H](c3cccc(Cl)c3)C(C(=O)O)=CC[C@H]2c2ccc(Cl)c(Cl)c2)cc1 | 1.1 | 5 | -4 | 3 | -8 | -3 | 0.95 | -9 | 0
Cc1nc2ccccc2n1CC(O)COCC1CC=CCC1 (configuration not stated) | 1.1 | 6 | 16 | -3 | -5 | 2 | 0.94 | -10 | 1
COc1cccc(N2CCN(C(=O)c3c(C)nn(-c4ccccc4)c3C)CC2)c1 | 1.1 | -11 | -6 | -8 | -4 | 7 | 1.1 | -7 | 0
COC(=O)[C@@]1(C)[C@H]2C(=O)N(C)C(=O)[C@H]2[C@H]2CN(C)C(=NC3CCCCC3)N21 | . | -2 | 1 | 4 | . | . | 1 | . | 2
CSc1ccc(/C=N/NC(=O)c2ccc(O)cc2)cc1 | 0.9 | -2 | -6 | 1 | 0 | 4 | 1 | 10 | -6
COc1ccc(S(=O)(=O)NCC2CCCN(C(=O)CC3CCCC3)C2)cc1 (configuration not stated) | 0.98 | 0 | 2 | 0 | -3 | 6 | 1 | 2 | 0
CCc1ccc2c(c1)c(N=NC1=NC(=O)CS1)c(O)n2CC | 1 | 13 | -1 | 0 | 6 | 18 | 0.87 | -4 | 5
CC1CCCCN1CC(=O)Nc1ccc(N2CCCCCC2)cc1 (configuration not stated) | 0.95 | -9 | 12 | 3 | 0 | 26 | 1.1 | 5 | 2
Cn1c(Cl)nc2ccccc21 | 0.86 | 2 | -5 | 0 | 2 | 21 | 0.98 | 14 | 2
O=C1COCCOCCOCCOCC(=O)NCCN1 | 0.89 | -1 | 0 | 2 | -4 | -1 | 1 | 11 | 0

A portion of the library; rates above refer to the full screens.
